TbPYK inhibitor – qHTS of Trypanosoma Brucei Inhibitors; pyruvate kinase (Trypanosoma brucei), Q57TT1; TbPYK enzyme, Kinase-Glo Plus ATP luminescence, 45 min; Potency, µM (series often up to 76.8 µM), for inactives: at the top dose activity, negative = inhibition, hits mostly inhibitors; actives 0.12% (n = 410,000); AID 624173, 2012; further: nearly all actives have a fitted effect of over 50% in size
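Luminescent Kinase-Glo Plus end-point after 45 min room-temperature reaction of T. brucei pyruvate kinase started with 130 uM ADP (final). Buffer TEA 50 mM pH 7.2 with KCl, MgCl2, BSA, Tween-20; titration-based qHTS with fitted concentration-effect curves.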
AMA1 RON2 block – qHTS for Inhibitors of AMA1-RON; Towards Development of Antimalarial Drug Lead: Primary Screen; actives 0.2% (n = 360,000); Plasmodium falciparum AMA1 (3D7) - RON2 peptide interaction; AlphaScreen AMA1-biotinylated RON2 peptide binding; Potency, µM (series often up to 58.2 µM), for inactives: top-dose activity change, negative = inhibition, actives largely listed as inhibitors; AID 720542, 2013;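 further: 0% = vehicle wells and -100% = peptide control; nearly all actives have a fitted effect of over 45% in size; some results filed as inactive show a strong effect at the top dose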
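AMA1 (3D7) with his tag at 25 nM final met compounds first, then biotinylated RON2 peptide at 25 nM; detection used donor plus acceptor beads, 10 µg/mL apiece, read by AlphaScreen after 30 min at room temperature.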
* marks the source's active call; other numbers are inactive results; ? = inconclusive; [ ] = dose if it differs, or a comment. The call rests on the fitted dose curve; in most records, active means well fitted curve in the direction sought with a large enough effect; inconclusive means small, poorly fitted or top-dose-only effect, or another doubt; inactive means no such curve, though single readings can be large; an effect the other way counts as inactive or inconclusive. Unless noted, on the % scale 0 is the no-effect control and ±100 the full control effect; potency means the concentration at half of the fitted maximal effect. Only part of the results is shown, so the mix of outcomes need not match the whole.

Values run as follows: TbPYK inhibitor, AMA1 RON2 block
- CCCCCCSc1ccc([C@@H]2[C@@H]3C(=O)N(CC)C(=O)[C@@H]3[C@]3(C(=O)OC)CCCCN23)cc1
  2%, 11%
- CC1CN(C(=O)CSc2nnc(C3CCCCC3)n2N)CC(C)O1 (stereo not given)
  -9%, 10%
- COc1ccccc1NC(=O)C(C)OC(=O)C1CCN(S(=O)(=O)c2ccccc2C(F)(F)F)CC1 (stereo not given)
  -1%, 11%
- CCCNC(=O)C1(C)CCCN(CCOc2ccccc2)C1 (stereo not given)
  5%, 0%
- CSC[C@H]1CN(c2ccc(Br)cc2)C(=O)[C@@H]1CC(=O)Nc1ccc(Br)cc1
  1%, -1%
- COc1ccc(-c2ccc3c(c2)CN(C(=O)C(C)(C)C)Cc2cnnn2-3)cc1
  4%, -1%
- CNc1ncnc2c1cnn2C1CCCCO1 (stereo not given)
  2%, -13%
- CS(=O)(=O)N1Cc2cc(C(=O)NCC3CCCCC3)nc(-c3cccc(-c4cccnc4)c3)c2[C@H]1CCO
  6%, -4%
- COc1cc(OC)cc(-c2c(Sc3ccccc3)c3cc(-c4cnc(OC)nc4)ccc3n2C)c1
  0%, 5%
- CC(C)(C)OC(=O)N1CCC[C@H]1C(=O)N1CCC[C@H]1C(=O)NCc1ccncc1
  4%, -1%
- CC1CCCN(C(=O)COC(=O)Cn2cnc3ccccc32)C1 (stereo not given)
  -14%, -6%
- O=C(CN1C(=O)NC2(CCOc3ccccc32)C1=O)NCc1ccccc1 (stereo not given)
  7%, -8%
- CS(=O)(=O)c1ccc(C(=O)N2CCN(S(=O)(=O)c3ccc(C4CCCCC4)cc3)CC2)cc1
  -27%, 5%
- O=C(Cc1cccc([N+](=O)[O-])c1)Nc1cccc(C(=O)N2CCCC2)c1
  3%, -8%
- Cc1noc(C)c1NC(=O)N(C)C[C@H]1Oc2ccc(NC(=O)Nc3ccccc3)cc2C(=O)N([C@H](C)CO)C[C@@H]1C
  -2%, -5%
- O=C(COC(=O)c1cc(=O)[nH]c2ccccc12)Nc1ccc(F)cc1F
  4%, -16%
- CNc1cc(-c2cccc(OC)c2F)nc2ccnn12
  -1%, 15%
- COc1ccc(C(=O)N/C(=C\c2ccc(Cl)cc2)C(=O)NCc2ccncc2)cc1
  -6%, 0%
- COC(=O)Cc1csc(NC(=O)CSc2nncn2C)n1
  1%, 8%
- Cc1cc(F)ccc1-c1cc(C(=O)NC(C)C)[nH]n1
  1%, -1%
- COc1ccc(C2CC(=O)CCN2S(=O)(=O)c2ccc(C)cc2)cc1 (stereo not given)
  -3%, 5%
- CCOc1ccc(NC(=O)COC(=O)C2COc3ccccc3O2)cc1 (stereo not given)
  4%, -7%
- CC(C)C[C@@H](CN1CCC[C@@H]1CN1C(=O)C(=O)NC[C@@H]1Cc1ccc(O)cc1)N1C[C@H](Cc2ccc(O)cc2)N(CC2CCCCCC2)C(=O)C1=O
  -3%, 3%
- Cc1ccc(NC(=O)c2ncn(CCCNCCCN3CCCC3=O)n2)cc1C
  6%, 60%[activator]
- COc1ccccc1CNC(=O)C(=O)c1cn(CC(=O)N2CCCCC2)c2ccccc12
  6%, -10%
- Cc1ccc(-c2noc(CC(=O)c3ccc([N+](=O)[O-])cc3)n2)cc1
  -1%, -5%
- CSc1ccc(OC2(C)CCN(Cc3cc4ccccc4o3)C2)cc1 (stereo not given)
  -3%, ?
- CC(C)(C)OC(=O)N(CCc1ccccc1)Cc1ccccc1OCc1cccc(NC(=O)C2CCCC2)c1
  2%, -12%
- Cc1cc(NCC(=O)Nc2ccc(C)c(S(=O)(=O)N3CCOCC3)c2)ccc1Br
  -1%, -13%
- Cc1c(CCOC(=O)c2ccc(Cl)cc2Cl)sc[n+]1CC(=O)c1ccc(Br)cc1
  0%, 42%[activator]
- Cc1ccc(N2CCN(C(=O)c3[nH]c(C(F)(F)F)nc3-c3ccccc3)CC2)cc1
  0%, -18%
- CCCc1cc(=O)[nH]c(SCC(=O)Nc2ccc(S(=O)(=O)N3CCCC3)cc2)n1
  5%, -4%
- CC1(c2nc3ccccc3cc2C#N)OCCO1
  0%, -2%
- Cc1ccc([C@H]2C[C@@H](n3cc(COC(=O)c4ccccc4)nn3)[C@H](O)CN2Cc2cccs2)cc1
  5%, -5%
- Cc1cccc(-c2nnc(-c3cccc4ccccc34)o2)c1
  -2%, 32%[activator]
- O=C(NCC(c1ccco1)N1CCCC1)c1sc2cc(F)ccc2c1Cl (stereo not given)
  0%, 3%
- COc1ccc(C(=O)N2CCCCC2c2cc(C(=O)Nc3cccc(C#N)c3)no2)cc1 (stereo not given)
  0%, 5%
- COC1OC2COC(c3ccccc3)OC2C2OC12 (stereo not given)
  0%, 8%
- CCCCCCN1C(=O)CC(NC(=O)OCC2c3ccccc3-c3ccccc32)C/C=C\C1C(C)C (stereo not given)
  1%, -8%
- CCN(CC)C(=O)[C@H]1CC(CC(=O)NCc2ccco2)C(=O)N2CCc3c([nH]c4ccc(OC)cc34)[C@]12C (stereo not given in full)
  -1%, -5%
- O=S1(=O)CC(N2CCSCC2)CN1Cc1cn(Cc2ccc(Cl)cc2)nn1 (stereo not given)
  -10%, -14%
- C/C(=N/NC(=O)c1ccc(C(C)(C)C)cc1)c1ccccn1
  -3%, 21%
- O=[N+]([O-])c1oc2ccc3ccccc3c2c1CCO
  -1%, 1%
- COc1ccccc1NC(=O)c1ccccc1SCC(=O)N1CCCC1
  -7%, -1%
- O=c1cc(-c2ccccc2)c2ccc(O)cc2o1
  -2%, 6%
- CCNC(=O)C1CCCN(C(=O)c2ccc(C(F)(F)F)cc2)CC1 (stereo not given)
  5%, -6%
- CC(C)NC(=O)Nc1ccc2c(c1)C(=O)N([C@H](C)CO)C[C@H](C)[C@@H](CN(C)S(=O)(=O)c1cn(C)cn1)O2
  0%, 10%
- O=C(NCCOc1ccccc1)c1ccccc1F
  -8%, 17%
- CCCCN1C(=O)C(C(=O)OCC)CC2=C1CCCC2=O (stereo not given)
  0%, -6%
- COc1ccc(NC(=O)CON=CC(=O)Nc2ccc(C)cc2)c(OC)c1
  -7%, 3%
- CCCCCC(O)C=CC1C(O)CC(O)C1CC=CCCCC(=O)O (stereo not given)
  4%, -2%
- O=C1Nc2c(Cl)cccc2C1=O
  -2%, 11%
- COc1cc(CCCN2CCNC[C@H]2Cc2cccc3ccccc23)cc(OC)c1OC
  1%, 9%
- CCOC(=O)c1cc(-c2ccccc2C)nn1CC1CC(c2cccnc2)=NO1 (stereo not given)
  -7%, -9%
- CC(=O)N1CCN(Cc2cc(=O)oc3cc(C)c(C)cc23)CC1
  1%, 12%
- OC(COc1ccc(-c2ccccc2)cc1)CN1CCCCC1 (stereo not given)
  -13%, -2%
- O=C(Nc1ccccc1)c1cc(C2CCCCN2C(=O)c2ccccc2)on1 (stereo not given)
  2%, -5%
- N#Cc1ccc(OCCN2CCc3ccccc3C2)cc1
  -7%, -20%
- CC(C)C[C@H]1CN(CCCC[C@@H]2CNC(=O)C(=O)N2CC2CCCCC2)C(=O)C(=O)N1CCC1CCCCC1
  -4%, -5%
- Cc1ccc(C(=O)NCC(=O)N(C)Cc2ccccc2C)s1
  -7%, 10%

Next section.
| Molecule | TbPYK inhibitor | AMA1 RON2 block |
| --- | --- | --- |
| CC(=O)[C@H]1CC[C@H]2[C@@H]3CC=C4C[C@@H](OS(=O)(=O)O)CC[C@]4(C)[C@H]3CC[C@]12C | 5% | -12% |
| O=C(O)c1cc(S(=O)(=O)N2CCCCC2)ccc1N1CCCC1 | 2% | -3% |
| CC(C)(C)c1cc(NC(=O)C2(C)CCN2C(=O)c2ccccc2CCc2ccccc2)no1 (stereo not given) | -8% | -4% |
| CSCCC(NC(=O)c1ccco1)C(=O)NCCc1ccc(Cl)cc1 (stereo not given) | 7% | 4% |
| COCCNc1nc(NCCCN2CCCC2=O)c2sccc2n1 | 1% | 5% |
| O=C(NCC(=O)N1CCN(Cc2ccccc2)CC1)c1cccs1 | 4% | 20% |
| CC(=O)Nc1ccc(CCCCc2ccc(NC(C)=O)cc2)cc1 | 0% | -3% |
| COc1ccc(OC)c(CNC(=O)c2[nH]c(C(F)(F)F)nc2-c2ccccc2)c1 | 8% | 17% |
| C[C@H](CO)N1C[C@H](C)[C@@H](CN(C)CC2CCCCC2)Oc2c(NS(=O)(=O)c3ccc(F)cc3)cccc2C1=O | -1% | -5% |
| CN1C(=O)C(=O)N(c2cccc(C(F)(F)F)c2)C1=O | -13% | 17% |
| Cc1nc(Cc2nnc(SCC(=O)N3CC(=O)Nc4ccccc43)o2)cs1 | 0% | -5% |
| CCOC(=O)Nc1ccc2c(c1)Cc1cc([N+](=O)[O-])ccc1-2 | -3% | 16% |
| COc1cc(NC(=O)CSc2nnc3ccccn23)cc(OC)c1OC | -15% | 0% |
| CCNC(=O)C1CCCN(C(=O)c2cccs2)CC1 (stereo not given) | -5% | 3% |
| O=C(c1ccccc1)c1ccc(N2CCOCC2)cc1 | 4% | -12% |
| CC(C)c1ccc(NC(=O)C2(C)Cc3c(-c4ccccc4)ccnc3O2)cc1 (stereo not given) | -3% | -13% |
| COC(=O)c1ccc2nc(-c3ccc(Cl)cc3)c(Cc3ccccc3OC)n2c1 | -1% | 0% |
| CCN(c1ccccc1)S(=O)(=O)c1ccc(N2CCN(c3ccc(O)cc3)CC2)nc1 | ? | ? |
| COc1cccc(NC(=O)CN(C)C(=O)C2CC3C=CC2C3)c1 (stereo not given) | -4% | 3% |
| CCC1(CC)C(=O)N(c2ccccc2)C(=N)N(c2ccccc2)C1=O | -17% | -11% |
| CC[C@]1(C(=O)OC)[C@H]2C(=O)N(C)C(=O)[C@H]2[C@H]2CN=C(SCc3ccc(C(=O)OC)cc3)N21 | 2% | 0% |
| CC(CNCCCn1cnc2c(OCc3ccccc3)ncnc21)c1ccccc1 (stereo not given) | -1% | -6% |
| C(=NNc1nnn(Cc2ccccc2)n1)c1ccccc1 | -8% | -1% |
| O=C1Nc2ccccc2N(C(=O)c2ccc(-c3ccccc3)cc2)C1c1nc2ccccc2[nH]1 (stereo not given) | -3% | 71%[activator] |

In another format: results already given.
> COc1cccc(NC(=O)CN(C)C(=O)C2CC3C=CC2C3)c1 (stereo not given)
  TbPYK inhibitor = -4%	AMA1 RON2 block = 3%
> CCC1(CC)C(=O)N(c2ccccc2)C(=N)N(c2ccccc2)C1=O
  TbPYK inhibitor = -17%	AMA1 RON2 block = -11%
> CC[C@]1(C(=O)OC)[C@H]2C(=O)N(C)C(=O)[C@H]2[C@H]2CN=C(SCc3ccc(C(=O)OC)cc3)N21
  TbPYK inhibitor = 2%	AMA1 RON2 block = 0%

Full records as entered above.
`CNc1cc(-c2cccc(OC)c2F)nc2ccnn12` is entered as TbPYK inhibitor: -1%; AMA1 RON2 block: 15%
`CCN(CC)C(=O)[C@H]1CC(CC(=O)NCc2ccco2)C(=O)N2CCc3c([nH]c4ccc(OC)cc34)[C@]12C` (stereo not given in full) is entered as TbPYK inhibitor: -1%; AMA1 RON2 block: -5%

Additional results.
| Molecule | TbPYK inhibitor | AMA1 RON2 block |
| --- | --- | --- |
| COc1ccc(NC(=O)CSc2nc(C)cs2)c([N+](=O)[O-])c1 | 2% | 5%[11.6 µM] |
| CC[C@]12c3[nH]c4ccc(Cl)cc4c3CCN1C(=O)[C@@H](CC(=O)NCCN1CCOCC1)C[C@@H]2C(=O)N1CCN(C(=O)C2CC2)CC1 | 2% | 0% |
| CC1(C)CC[C@]2(C(=O)O[C@@H]3OC(CO)[C@@H](O)[C@H](O)[C@H]3O)CC[C@]3(C)C(=CCC4[C@@]5(C)CC[C@H](O[C@@H]6OC(C(=O)O)[C@@H](O)[C@H](O)[C@H]6O)C(C)(C)C5CC[C@]43C)[C@@H]2C1 (stereo not given in full) | 3% | -3% |
| O=C1NC(Cc2ccccc2)c2nc3ccc(F)cc3c(=O)n2-c2cc3ccccc3cc21 (stereo not given) | -9% | -8% |
| COc1ccc(-c2csc(C(C)(O)c3ccc(OC)cc3)n2)cc1 (stereo not given) | 3% | -12% |
| CC1CC(C)CN(C(=O)COC(=O)c2cncc(Br)c2)C1 (stereo not given) | 2% | -4% |
| COc1ccc(S(=O)(=O)Nc2c(O)ccc3ccccc23)cc1OC | -7% | -16% |
| CC(=O)Nc1cccc(-c2ccnc3c2CC(C)(C(=O)NC(C)C)O3)c1 (stereo not given) | 0% | -1% |
| CCc1nc2ccc(C(=O)NCc3ccc(OC)cc3)cn2c1N(C)CCC(C)C | -9% | 0% |
| CC1(C2CCCC2)NC(=O)NC1=O (stereo not given) | 3% | -20% |
| COc1cc2sc(-c3ccccc3OC)c(-c3ccc(OCCN4CCCCC4)cc3)c2cc1OC | -1% | ? |
| C[C@H](CO)N1C[C@H](C)[C@@H](CN(C)S(=O)(=O)c2cccs2)Oc2ccc(NC(=O)Nc3ccc(C(F)(F)F)cc3)cc2C1=O | -1% | 0% |
| Cc1cc2c(=O)n(C)c(SCC(=O)NCC3CCCO3)nc2s1 (stereo not given) | -7% | 12% |
| OCCN1c2ccccc2CCc2ccccc21 | 0% | -13% |
| C[C@H](CO)N1C[C@H](C)[C@@H](CN(C)Cc2ccncc2)Oc2c(NC(=O)C3CC3)cccc2C1=O | -1% | 3% |

Screens as filed in PubChem BioAssay.
